# Vif-APOBEC3F blk: inhibitors of Vif-A3F interaction; HeLa A3F-eYFP + Vif (tagged APOBEC3F with the HIV-1 protein that degrades it), YFP fluorescence increase; Potency, µM (doses to about 46.1 µM), for inactives: at the highest dose activity, negative = active; 390,000 compounds, 0.2% hits; note: % of control where 0% means no effect; nearly all actives have a fitted effect of over 65% in size
#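 HeLa cells stably expressing A3F-eYFP plus Vif, plated and incubated overnight at 37 deg C, then exposed to compounds overnight at 37 deg C. Blocked degradation read as raised yellow fluorescence (Ex 488/Em 500-530).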
# RGS4 inhibitor: inhibitors of human regulator of G protein signaling 4; 390,000 compounds, 0.039% hits; AID 504845; Potency, µM (series often up to 114 µM), for inactives: top-dose activity change, negative = inhibition, usual class: inhibitors; P49798; Transcreener GDP fluorescence polarization, RGS4-accelerated GTP hydrolysis; note: % is set by controls: 0 for no effect and ±100 for the full control effect; nearly all actives have a fitted effect of over 75% in size; some results filed as inactive show a strong effect at the top dose
# Target sequence (P49798 whole entry, looked up): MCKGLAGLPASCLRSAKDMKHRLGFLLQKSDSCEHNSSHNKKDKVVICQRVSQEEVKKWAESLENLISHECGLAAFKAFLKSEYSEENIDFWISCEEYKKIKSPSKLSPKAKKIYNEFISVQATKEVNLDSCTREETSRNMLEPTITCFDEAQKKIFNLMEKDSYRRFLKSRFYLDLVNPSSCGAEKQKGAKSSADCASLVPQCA
#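 MLSMR compounds (23 nl, pin-transferred) preincubated 10 min at room temperature with a 500nM (2x) first reagent, then RGS4 at 900nM (2x) plus Transcreener GDP mix added; fluorescence polarization (620/688 nm) read before and after 90 min at 30 °C.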
# rTrxR1 inhibitor: blocks rat thioredoxin reductase 1; O89049; recombinant rTrxR1, NADPH fluorescence consumption, selenite substrate; Potency, µM (series often up to 114 µM), inactives show at the top dose activity change, negative = inhibition, usual class: inhibitors; 390,000 compounds, 1% hits; AID 588453; note: % is set by controls: 0 for no effect and ±100 for the full control effect; nearly all actives have a fitted effect of over 65% in size
#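 Rat TrxR1 (90 nM in the dispensed reagent) was pre-reduced with 400 uM NADPH for 5 min at room temperature, then incubated with compound for 15 min. After 400 uM selenite was added, NADPH fluorescence (Ex 340/Em 450 nm) was followed for 8 min.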
# ALOX12 inh: inhibitors of human 12S-lipoxygenase ALOX12; 580,000 compounds, 1.1% hits; purified 12hLO, xylenol orange hydroperoxide absorbance; Potency, µM (top dose mostly 108 µM), without a hit: at the top dose activity change, negative = inhibition, most hits filed as inhibitors; note: % is set by controls: 0 for no effect and ±100 for the full control effect
# Target sequence (P18054 whole entry, looked up): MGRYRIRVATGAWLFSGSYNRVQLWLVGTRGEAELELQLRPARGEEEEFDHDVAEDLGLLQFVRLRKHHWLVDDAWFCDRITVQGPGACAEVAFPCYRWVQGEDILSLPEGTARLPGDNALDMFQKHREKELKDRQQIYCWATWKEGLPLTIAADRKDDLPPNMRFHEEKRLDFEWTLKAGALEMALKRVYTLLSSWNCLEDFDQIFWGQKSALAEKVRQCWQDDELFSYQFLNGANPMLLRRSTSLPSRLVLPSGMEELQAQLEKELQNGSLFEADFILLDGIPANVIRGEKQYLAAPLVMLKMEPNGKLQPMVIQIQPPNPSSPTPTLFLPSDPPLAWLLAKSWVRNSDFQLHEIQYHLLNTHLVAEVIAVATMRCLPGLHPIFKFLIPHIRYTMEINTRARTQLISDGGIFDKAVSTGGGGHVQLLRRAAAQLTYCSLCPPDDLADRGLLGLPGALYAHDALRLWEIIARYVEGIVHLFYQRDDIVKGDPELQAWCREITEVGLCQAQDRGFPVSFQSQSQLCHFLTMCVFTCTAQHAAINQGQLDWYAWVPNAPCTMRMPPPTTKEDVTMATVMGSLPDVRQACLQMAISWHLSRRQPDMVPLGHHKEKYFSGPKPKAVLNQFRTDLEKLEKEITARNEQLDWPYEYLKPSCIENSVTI
#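 Purified human 12hLO (150 nM final) in 25 mM Hepes, 0.01% Triton X-100, pH 7.0 was preincubated 15 min at room temperature with compound. Then 40 uM arachidonic acid was added, 30 min. Hydroperoxide was read by Fe-XO absorbance ratio 573/405 nm.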
# USP1-UAF1 inh: inhibitors of human USP1/UAF1 deubiquitinase; recombinant USP1/UAF1, Ub-Rhodamine cleavage fluorescence; O94782; 390,000 compounds, 0.23% hits; AID 743255; Potency, µM (titrated, usually from 57.1 µM), for inactives: at the highest dose activity change, negative = inhibition, most hits filed as inhibitors; note: % is set by controls: 0 for no effect and ±100 for the full control effect; nearly all actives have a fitted effect of over 60% in size; inactives centre near -12
#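 High-throughput fluorogenic screen: 1nM USP1/UAF1 complex, Ub-Rho substrate 150nM final, 50mM HEPES pH 7.8 with 0.5mM EDTA, 0.1 mg/ml BSA, 1mM TCEP and 0.01% Tween-20.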
# RXFP1 agonist: agonists of human relaxin receptor RXFP1. HEK293T-RXFP1 cAMP TR-FRET, 30 min; response scale: percent of porcine relaxin response, buffer zero. Potency, µM (highest dose often 57.5 µM), inactives show top-dose activation, most hits filed as activators. 370,000 compounds, 0.3% hits; note: % is set by controls: 0 for no effect and ±100 for the full control effect; nearly all actives have a fitted effect of over 60% in size; many of its hits are not listed in these tables
#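 Agonist response is measured as cAMP accumulation in an RXFP1-transfected HEK293T line under PDE4 inhibition. Values are scaled between buffer-only and 29 nM porcine relaxin, and EC50s come from standard Hill equation fits.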
# Vif-A3G inh: blocks the Vif interaction with human APOBEC3G; Q9HC16; HeLa A3G-eYFP + Vif (tagged APOBEC3G with the HIV-1 protein that degrades it), YFP fluorescence, overnight; Potency, µM (series often up to 46.1 µM), for inactives: top-dose activity, negative = active, actives largely listed as inhibitors; 410,000 compounds, 0.076% hits; AID 602310;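 note: % is set by controls: 0 for no effect and ±100 for the full control effect; nearly all actives have a fitted effect of over 60% in size; hits raise eYFP signal because A3G escapes Vif-driven loss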
#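 HeLa cells stably expressing Vif and C-terminally eYFP-tagged A3G, seeded overnight at 37 deg C, then exposed to compound by pintool overnight at 37 deg C. Rise in yellow fluorescence (Ex 488/Em 500-530, Acumen) marks blocked Vif-driven A3G degradation.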
# IDH1 R132H inh: human IDH1 R132H inhibition. IDH1-R132H enzyme, NADPH consumption, diaphorase/resazurin fluorescence. 390,000 compounds, 0.093% hits. Potency, µM (highest dose often 76.6 µM), for the others: at the highest dose activity change, negative = inhibition, actives largely listed as inhibitors. O75874; note: % is set by controls: 0 for no effect and ±100 for the full control effect; nearly all actives have a fitted effect of over 65% in size
#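 IDH1-R132H (0.5 ug/mL dispensed) in pH 7.5 Tris buffer was preincubated 30 min with compound, then given a substrate mix of 0.016 mM NADPH and 2 mM alpha-KG for 80 min at room temperature; remaining NADPH was read by diaphorase/resazurin fluorescence.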
# TrxR1 substrate: rat thioredoxin reductase 1 substrate activity. 390,000 compounds, 0.01% hits. purified TrxR1 substrate turnover, NADPH consumption readout. O89049. Potency, µM (titrated, usually from 114 µM), for inactives: at the highest dose activity change, negative = substrate turnover; note: % is set by controls: 0 for no effect and ±100 for the full control effect; nearly all actives have a fitted effect of over 50% in size
#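 Rat TrxR1, dispensed at 90 nM, was prereduced with 400 uM NADPH (final) for 5 min at ~22 deg C, then incubated with compound 15 min before 400 uM selenite. A first-read NADPH fluorescence drop versus no-compound background flagged substrates.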
# Numbers without * were called inactive; i = inactive; ? = inconclusive; / = no result given; [ ] = remark or other dose. Calls come from the whole dose curve; as a rule, active = well fitted curve in the direction sought with a large enough effect; inconclusive = small, poorly fitted or top-dose-only effect, or another doubt; inactive = no such curve, though single readings can be large; an effect the other way counts as inactive or inconclusive. Potency is the fitted concentration of half-maximal effect. This is a subset. The share of hits here may be higher or lower than overall.
SMILES,Vif-APOBEC3F blk,RGS4 inhibitor,rTrxR1 inhibitor,ALOX12 inh,USP1-UAF1 inh,RXFP1 agonist,Vif-A3G inh,IDH1 R132H inh,TrxR1 substrate
Cn1c(=O)cc(OCC(=O)NCc2cccs2)c2ccccc21,0.8%,0.0%,1.6%,-7.7%,-4.7%,0.5%,-20.8%,7.3%,-0.4%
CCOc1ccc(NCC(=O)Nc2ccc(Cl)cc2C)cc1,-19.9%,-10.4%,-11.2%[57.1 µM],0.0%,-22.4%,-0.6%,-7.2%,2.5%,0.3%
CN(C(=O)CCOc1ccccc1)c1c(N)n(Cc2ccccc2)c(=O)[nH]c1=O,4.6%,-13.3%,-0.3%[57.1 µM],-7.5%,-13.9%,1.0%,-3.0%,-2.4%,-0.8%[57.1 µM]
OC(CON=C1c2ccccc2-c2ccccc21)CN1CCNCC1 (stereo not given),4.5%,12.5%,17.8%[57.1 µM],-25.5%,-13.1%,-0.2%,-4.1%,6.5%,1.4%[57.1 µM]
CC(C)(C)c1ccc(NC(=O)COC(=O)c2ccc(CN3CCCC3=O)cc2)cc1,-4.2%,-38.7%,-5.3%,i,-2.6%,0.2%,-1.1%,-0.7%,-6.3%
COc1ccccc1NS(=O)(=O)c1ccc(C(=O)NCC(c2ccccc2OC)N2CCCC2)cc1 (stereo not given),-12.5%,-12.3%,34.4%,38.2%[activator],-21.2%,/,0.8%,0.2%,4.8%
O=C1NCCN/C1=C\C(=O)c1ccc(F)cc1,15.9%,15.6%,6.7%,26.5%,-21.8%,-5.2%,2.4%,-6.6%,-6.4%
COC(=O)c1ccccc1NC(=O)N1CCN(C/C=C/c2ccccc2)CC1,-5.2%,7.9%,-4.7%[57.1 µM],-8.4%,-18.3%,-0.5%,1.6%,5.0%,0.2%[57.1 µM]
Cc1ccccc1NC(=O)C1CCCN(c2ncnc3onc(-c4ccc(F)cc4)c23)C1 (stereo not given),-0.3%,-5.6%,24.2%,-7.5%,-19.5%,2.5%,-1.6%,-0.8%,-0.6%
CN1CCN(C(=O)C2=C[C@@H](c3coc4ccccc4c3=O)C[C@@H](OCc3ccc(CO)cc3)O2)CC1,-2.9%,-6.5%,0.0%,-13.8%,?,11.5%,-1.2%,15.7%,-1.9%
Cc1cc(C(=O)Nc2ccc(S(=O)(=O)N3CCOCC3)cc2)c(C)o1,-14.2%,19.4%,3.6%[57.1 µM],13.4%,-8.4%,4.4%,0.2%,2.7%,-9.1%
Cc1ccc(C2(C)NC(=O)N(CC(=O)N(C)CC(=O)Nc3cccc(F)c3)C2=O)cc1 (stereo not given),0.4%,23.7%,11.2%,14.6%,-11.4%,0.0%,2.0%,0.5%,-3.1%
NC(=O)Nn1c(CCC(=O)O)ccc1-c1ccc(Cl)cc1,-1.4%,-10.7%,2.9%,-19.6%,-11.8%,0.0%,-1.1%,7.8%,7.0%
Cc1cnnn1-c1ccc(C(=O)CCl)cc1,-2.0%,30.1%[11.4 µM],-38.9%,?,-9.2%,1.2%,-3.2%,6.0%,7.1%[57.1 µM]
COc1ccc(C(=O)NC(=S)NNC(=O)c2ccc(NC(=O)C(C)C)cc2)cc1,2.8%,?,-26.6%,44.7µM*,-14.2%,0.3%,-4.0%,1.6%,-4.9%
CCN(CC)C(=O)CSc1n[nH]c(=S)n1N,3.0%,3.2%[11.4 µM],-9.9%,?,-18.5%,-1.8%,5.2%,-0.8%,-4.0%
CN(C)C(=O)c1nc2ccc(Cl)cn2c1CN1CCCC(OCc2ccccc2)C1 (stereo not given),-13.1%,2.8%,-15.0%[57.1 µM],-5.9%,-22.7%,0.1%,-0.4%,0.0%,-5.1%[57.1 µM]
CS(=O)(=O)N1CCC(C(=O)Nc2ccc(Cl)c(C(F)(F)F)c2)CC1,0.8%,7.5%,-0.2%,0.7%,-15.1%,1.0%,0.9%,1.5%,-3.1%
CCN1CCN(C(=O)c2ccc(CN(c3ccc(C)c(C)c3)S(C)(=O)=O)cc2)CC1,5.3%,-29.8%,24.2%[57.1 µM],-6.8%,-10.1%,-1.0%,-0.4%,3.1%,-13.5%[57.1 µM]
Cc1cccc(/C=C/C(=O)c2ccc(NC3=NCCCS3)cc2)c1,-0.1%,-27.6%,7.1%,-16.8%,-21.1%,-2.4%,?,-16.3%,-6.5%
Cc1cccc(OCC(=O)N2CCC(N3CCCCCC3)CC2)c1,-2.5%,29.1%,-27.4%,?,-16.5%,2.7%,-2.6%,-1.0%,-5.3%
Cc1ccc(S(=O)(=O)N2CCC[C@H]2C(=O)Nc2ccc(F)cc2C)cc1,4.2%,-1.0%,16.5%,-14.3%,-21.9%,/,0.4%,10.0%,0.0%
CC(=O)C1=C(OC(=O)C(C)C)c2ccccc2S(=O)(=O)N1Cc1ccccc1,-11.2%,18.6%,-17.4%,?,-6.3%,6.6%,0.0%,3.0%,-5.4%
CCN(CC)C1CCN(C(=O)CCn2nnnc2CN2CCOCC2)C1 (stereo not given),-13.2%,22.7%,-10.2%,-17.0%,1.7%,1.2%,-1.2%,2.5%,-2.5%
O=C(NCC1CCCO1)C1CCN(C2CCN(C(=O)Cc3ccsc3)CC2)CC1 (stereo not given),12.2%,-19.8%,7.1%,-0.1%,-7.9%,-4.2%,-0.3%,-23.7%,3.6%
COc1cccc(OC)c1C(=O)Nc1ccccc1C(=O)N1CCCC1,-12.6%,-4.0%,-1.6%,-29.3%,-15.1%,-1.4%,-0.9%,-0.1%,-4.5%
Cc1noc(C)c1S(=O)(=O)N(CC(=O)N1CCCC1)c1ccc(C(C)C)cc1,-5.7%,2.6%,7.6%,-11.6%,-10.6%,0.3%,0.1%,-6.4%,-7.4%
Cc1c(CCO)c(=O)[nH]n1S(=O)(=O)c1ccc(Cl)cc1Cl,1.8%,1.1%,11.9%,169.2%[activator],-12.5%,0.9%,3.9%,14.9%,2.9%
COc1ccc(OC)c(-c2csc(NC(=O)COC(=O)C3CCC3)n2)c1,-4.3%,-6.6%,-4.4%,-5.8%,?,-0.6%,0.7%,-1.1%,-10.8%
COC(=O)c1ccc(CSCC(=O)Nc2cc(OC)cc(OC)c2)o1,-6.8%,-30.6%,7.8%[57.1 µM],3.7%,-10.7%,2.6%,-1.3%,11.3%,14.7%[57.1 µM]
Cc1ccccc1OCC(=O)N(Cc1nnc(-c2ccc(Cl)cc2)o1)C(C)C,9.9%,11.4%,12.2%,2.5%,-16.3%,4.5%,0.8%,11.8%,-9.5%
COCCNC(=O)c1c[nH]c2ccc(S(=O)(=O)Nc3ccccc3F)cc2c1=O,-1.0%,31.4%,6.4%,-55.2%,-11.8%,4.1%,2.8%,-8.9%,0.8%
COC(=O)Cn1c(=NC(=O)C2COc3ccccc3O2)sc2cc(S(N)(=O)=O)ccc21 (stereo not given),-21.7%,-33.2%,-6.0%,4.4%,-7.1%,0.1%,-0.1%,1.3%,-13.6%
CCOC(=O)C1=C(COC(=O)c2ccc(C)s2)NC(=O)NC1C (stereo not given),-12.3%,9.2%,5.1%[57.1 µM],2.4%,-6.5%,0.5%,3.5%,0.0%,-0.2%[57.1 µM]
O=C1c2ccncc2C(=O)N1c1cccc(Cl)c1,-0.9%,-11.8%,-8.4%[57.1 µM],-15.9%,-9.1%,-1.1%,0.2%,-3.9%,6.6%[57.1 µM]
C[C@H]1COC(=O)[C@H](CC(=O)OC(C)(C)C)C/C=C\C[C@@H](CC(=O)N[C@@H](CO)Cc2ccccc2)C(=O)N1,-0.6%,13.2%,4.1%[57.1 µM],1.1%,-5.6%,/,-0.7%,2.7%,6.7%[57.1 µM]

# Pulled by compound from the list above, 4 records:
SMILES,Vif-APOBEC3F blk,RGS4 inhibitor,rTrxR1 inhibitor,ALOX12 inh,USP1-UAF1 inh,RXFP1 agonist,Vif-A3G inh,IDH1 R132H inh,TrxR1 substrate
C[C@H]1COC(=O)[C@H](CC(=O)OC(C)(C)C)C/C=C\C[C@@H](CC(=O)N[C@@H](CO)Cc2ccccc2)C(=O)N1,-0.6%,13.2%,4.1%[57.1 µM],1.1%,-5.6%,/,-0.7%,2.7%,6.7%[57.1 µM]
CCOC(=O)C1=C(COC(=O)c2ccc(C)s2)NC(=O)NC1C (stereo not given),-12.3%,9.2%,5.1%[57.1 µM],2.4%,-6.5%,0.5%,3.5%,0.0%,-0.2%[57.1 µM]
CCN(CC)C1CCN(C(=O)CCn2nnnc2CN2CCOCC2)C1 (stereo not given),-13.2%,22.7%,-10.2%,-17.0%,1.7%,1.2%,-1.2%,2.5%,-2.5%
CC(=O)C1=C(OC(=O)C(C)C)c2ccccc2S(=O)(=O)N1Cc1ccccc1,-11.2%,18.6%,-17.4%,?,-6.3%,6.6%,0.0%,3.0%,-5.4%
